# CHT PAM: CHT positive allosteric modulators, primary screen, cell-based, membrane potential dye, choline EC20; High affinity choline transporter 1 (Homo sapiens), Q9GZV3; CHT-expressing cells; stronger effect = higher value; LV-AA mutant CHT in HEK293 cells; B-score at 10 µM; 310,000 compounds, 0.49% hits; AID 488977, 2010;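 active means initial fluorescence not abnormally high and integrated response B-score, plate-corrected, over 3 SD above library mean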
# Target sequence (Q9GZV3 whole entry, looked up): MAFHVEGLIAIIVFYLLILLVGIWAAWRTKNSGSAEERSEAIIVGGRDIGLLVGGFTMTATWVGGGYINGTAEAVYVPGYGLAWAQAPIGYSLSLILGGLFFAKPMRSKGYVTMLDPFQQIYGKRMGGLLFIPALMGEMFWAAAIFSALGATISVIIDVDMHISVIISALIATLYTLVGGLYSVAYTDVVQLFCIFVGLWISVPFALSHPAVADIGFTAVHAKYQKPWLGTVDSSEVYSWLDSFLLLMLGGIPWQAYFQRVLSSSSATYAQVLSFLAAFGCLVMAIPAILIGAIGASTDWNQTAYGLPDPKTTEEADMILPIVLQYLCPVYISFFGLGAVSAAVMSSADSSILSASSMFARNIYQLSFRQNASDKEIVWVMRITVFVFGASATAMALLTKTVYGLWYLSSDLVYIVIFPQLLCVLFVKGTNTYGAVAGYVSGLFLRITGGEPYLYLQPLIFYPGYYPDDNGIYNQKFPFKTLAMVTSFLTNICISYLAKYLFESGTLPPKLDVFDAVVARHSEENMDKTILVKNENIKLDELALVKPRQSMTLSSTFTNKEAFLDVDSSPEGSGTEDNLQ
# CHT inh: inhibitors of human choline transporter CHT; CHT-expressing cells, membrane potential dye, choline response; stronger effect = lower value; 310,000 compounds, 0.86% hits; High affinity choline transporter 1 (Homo sapiens), Q9GZV3; AID 488975, 2010; B-score at 10 µM;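 active means B-score over 3 SD under the library average, and starting fluorescence ratio not unusually high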;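 further: choline stimulus applied at its EC90 after an EC20 pre-addition; B-score computed on integrated fluorescence ratio after choline addition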
# An asterisk follows results filed as active; i = inactive.
SMILES,CHT PAM,CHT inh
CCNc1nc(NCC)nc(N(C#N)C(C)C)n1,i,i
Cc1ccc(C)c2c3c([nH]c12)-c1nonc1CC3,i,i
C/C(CCc1ccc2c(c1)OCO2)=N\NC(=O)c1ccccc1,i,i
CC(NC(=O)c1cc2c(cc1Cl)N1CCCCCC1=NS2(=O)=O)c1ccc(S(N)(=O)=O)cc1 (stereo not given),i,i
CSc1ncccc1C(=O)OCC(=O)N(CC(C)C)C1CCS(=O)(=O)C1 (stereo not given),i,i
O=C(c1ccc(F)cc1)N1CCC(C(=O)N2CCN(S(=O)(=O)c3cccc([N+](=O)[O-])c3)CC2)CC1,i,i
Cc1ccc(CNC(=O)CCn2cc(-c3ccc(C)cc3)nc2CCN)cc1,i,i
CCC(C)[C@H](NS(=O)(=O)c1ccc(C)cc1)C(=O)N1CCC(C(=O)N2CCC(C(=O)OC)CC2)CC1 (stereo not given in full),i,i
CCOc1ccc(-c2n[nH]c(C)c2-c2ccccc2OC)c(O)c1,i,i
Cc1cccc(C)c1NC(=O)Cc1cccs1,i,i
CCCCN(CCCC)Cc1ccc(N)cc1,i,i
C=CCNC(=O)c1ccc(-c2nc(-c3ccccc3)cs2)cc1,i,i
O=C(NCCc1ccccc1)c1ccc2c(c1)OCO2,i,i
Cc1c(C(=O)NC(Cc2ccccc2)c2nc3ccccc3[nH]2)cccc1[N+](=O)[O-] (stereo not given),i,i
CC(C)[C@@H](COc1ccccc1)N1CCN(Cc2ccccc2)CCC1=O,i,i
COc1cc2c(cc1OC)CN(C(=O)C1(c3ccccc3)CC1)CC2,i,i
Cc1nc([N+](=O)[O-])c(Br)n1CC(=O)c1ccc(Cl)cc1,i,i
COc1ccc(NC(=O)c2ccc([N+](=O)[O-])cc2[N+](=O)[O-])c(OC)c1,i,i
c1ccc2c(-c3cncc4ccccc34)cncc2c1,i,i
COc1ccccc1NC(=O)C1CCN(S(=O)(=O)c2ccc3c(c2)NC(=O)CO3)CC1,i,i

# 3 of these compounds, reformatted.
> COc1cc2c(cc1OC)CN(C(=O)C1(c3ccccc3)CC1)CC2
  CHT PAM: i
  CHT inh: i
> Cc1nc([N+](=O)[O-])c(Br)n1CC(=O)c1ccc(Cl)cc1
  CHT PAM: i
  CHT inh: i
> COc1ccc(NC(=O)c2ccc([N+](=O)[O-])cc2[N+](=O)[O-])c(OC)c1
  CHT PAM: i
  CHT inh: i

# Next structures.
SMILES,CHT PAM,CHT inh
O=C(Nc1ccc(S(=O)(=O)Nc2nccs2)cc1)/C(=C/c1ccccc1Cl)NC(=O)c1ccccc1,i,i
NS(=O)(=O)c1ccc(CCN2C(=O)CCC2=O)cc1,i,i
O=C(O)/C=C/C(=O)N1CCc2ccccc21,i,i
CC1CC(C)CN(S(=O)(=O)c2ccc(C(=O)N3CC(C)OC(C)C3)cc2)C1 (stereo not given),i,i
CCCOC(=O)c1ccc(O)c(OC)c1,i,i
Cc1cccc(NC(=O)N2CCC(NC(=O)C3CCCCC3)CC2)c1,i,i
CCn1cc([N+](=O)[O-])c(C(=O)Nc2ccn(Cc3ccccc3)n2)n1,i,i
O=C(NC(=S)Nc1ccc(S(=O)(=O)N2CCCCC2)cc1)c1ccccc1,i,i
NS(=O)(=O)c1ccc(CCNC(=O)C2CCCN(S(=O)(=O)c3cccnc3)C2)cc1 (stereo not given),i,i
COCCC(=O)N1CCC(Oc2ccc(C(=O)N3C[C@@H]4CCC[C@H]3C4)cc2)CC1,i,i
Cc1cccc(C)c1NC(=O)CSc1nc2c([nH]1)c(=O)n(C)c(=O)n2C,i,i
CC(=O)N1CCC(N2CCN(c3ccccc3F)CC2)CC1,i,i
O=C(CSc1nc2ccccc2s1)N1c2ccccc2Sc2ccc(C(F)(F)F)cc21,i,i
COc1ccc(Cc2nnc(Nc3ccc(Cl)cc3)[nH]c2=O)cc1,i,i
CCN(CC)C(=O)N1c2ccccc2Sc2ccccc21,i,i
N#Cc1c(Nc2ccc(Cl)cc2)s[nH]c1=O,i,i
O=C1COc2ccc(S(=O)(=O)N3CCN(c4cccc(Cl)c4)CC3)cc2N1,i,i
CC1CN(C(=O)CCC(=O)N2CCN(c3ccccn3)CC2)c2ccccc2O1 (stereo not given),i,i
Cc1ccc(CCC(=O)Nc2ncc(Cc3cccc(Cl)c3Cl)s2)o1,i,i
O=C(OCC(=O)N1CCC(Cc2ccccc2)CC1)c1ccccc1NCCO,i,i

# A portion from the list above, for reference:
SMILES,CHT PAM,CHT inh
N#Cc1c(Nc2ccc(Cl)cc2)s[nH]c1=O,i,i
O=C1COc2ccc(S(=O)(=O)N3CCN(c4cccc(Cl)c4)CC3)cc2N1,i,i
CC1CN(C(=O)CCC(=O)N2CCN(c3ccccn3)CC2)c2ccccc2O1 (stereo not given),i,i
Cc1ccc(CCC(=O)Nc2ncc(Cc3cccc(Cl)c3Cl)s2)o1,i,i
O=C(OCC(=O)N1CCC(Cc2ccccc2)CC1)c1ccccc1NCCO,i,i

# Continued:
SMILES,CHT PAM,CHT inh
O=C(O)C1Cc2ccccc2CN1C(=O)CSc1nnc2ccccn12 (stereo not given),i,i
Cc1nnc(SCc2nc3sc4c(c3c(=O)[nH]2)CCCC4)[nH]c1=O,i,i
COc1ccc(OC)c(NC2c3ncccc3C(=O)N2Cc2ccco2)c1 (stereo not given),i,i
COc1ccc(CNC(=O)c2cc(C(C)=O)c[nH]2)cc1,i,i
Cc1ccc(-c2nc(=O)[nH]c3ccccc23)cc1,i,i
CCn1cc(/C=C/C(=O)Nc2c(C)nn(Cc3ccccc3)c2C)cn1,i,i
CCOC(=O)C1CCN(c2c(N3CCCC(C(=O)OCC)C3)c(=O)c2=O)CC1 (stereo not given),i,i
CC1Cc2cc(/C(O)=C3/C(=O)C(=O)N(Cc4cccnc4)C3c3cccc(O)c3)ccc2O1 (stereo not given),i,i
NC(=O)C1(N2CCCCC2)CCN(C(=O)c2cccs2)CC1,i,i
COc1ccc(/C=C/C(=O)NC(CCSC)C(=O)O)cc1 (stereo not given),i,i
CCN(CC)CCNC(=O)C(Oc1ccccc1)Oc1ccccc1,i,i
COC(=O)c1cc(OC)nc2c1c(=O)n(C)c(=O)n2C,i,i
COc1ccc(N(C(=O)c2snc(C(N)=O)c2N)C(C(=O)NC2CCCCC2)c2ccc(F)cc2)c(OC)c1 (stereo not given),i,i
O=C(COC(=O)CCSc1ccc(Cl)cc1)NCc1ccc(Cl)cc1,i,i
Cc1cc(SCC#N)n2nc(C)c(-c3ccccc3)c2n1,i,i
CC(=O)c1ccc(NC(=O)Nc2ncn(Cc3cccc(C)c3)n2)cc1,i,i
O=C(NC(Cc1ccccc1)C(=O)O)/C(=C/c1ccc([N+](=O)[O-])cc1)NC(=O)c1ccccc1Br (stereo not given),i,i
Cc1cccc(-c2noc(CCC(=O)NCc3ccco3)n2)c1,i,i
Nc1cccc(CCc2ccncc2)c1,i,i
O=C(NC1CCCCCC1)c1ccc[nH]c1=S,i,i

# Molecules shown so far with a furan ring, fused or not, in the order listed:
SMILES,CHT PAM,CHT inh
Cc1ccc(CCC(=O)Nc2ncc(Cc3cccc(Cl)c3Cl)s2)o1,i,i
COc1ccc(OC)c(NC2c3ncccc3C(=O)N2Cc2ccco2)c1 (stereo not given),i,i
Cc1cccc(-c2noc(CCC(=O)NCc3ccco3)n2)c1,i,i

# New compounds follow:
SMILES,CHT PAM,CHT inh
Cc1cc(O)ccc1C1(c2ccc(O)cc2C)OC(=O)c2ccccc21,i,-12*
O=C(CCCSc1ccc(Cl)cc1)Nc1ccccc1O,i,i
Cc1ccc(SCC(=O)NCC(C)C)cc1,i,i
CC(=O)Nc1ccc(S(=O)(=O)NCCC(=O)NNC(=O)c2ccncc2)cc1,i,i
CC(=O)NC1=C(C#N)C(c2ccccc2)c2c(ccc3ccccc23)O1 (stereo not given),i,i
CC(CNC(=O)c1cncc(O)c1)NC(=O)c1cncc(O)c1 (stereo not given),i,i
CCCSc1nc(C)cc(C)c1S(C)(=O)=O,i,i
COC(=O)c1sc(N)c(C(=O)OC)c1CSc1nc2sc3c(c2c(=O)n1C)CCC3,i,i
Cc1ccccc1CSCCNC(=S)Nc1ccccc1,i,i
CC(OCC(O)CN(C)CCOc1ccccc1)c1ccc(Cl)cc1 (stereo not given),i,i
COc1cc(OC)c(OC)cc1/C=N/NC(=O)c1cccc(S(=O)(=O)N2CCOCC2)c1,i,i
Cc1ccc2c(CC(=O)NCC(=O)Nc3c(C)cccc3C)coc2c1,i,i
COc1ccc(C(C)(C)C)cc1NC(=O)c1[nH]c(C)c(C(C)=O)c1C,i,i
CC(Oc1ccc2c3c(c(=O)oc2c1)CCCC3)C(=O)NCc1ccccn1 (stereo not given),i,i
O=C(NC1CCN(Cc2ccccc2)CC1)c1c(F)cccc1F,i,i
O=C(CN(Cc1ccco1)C(=O)Cn1nnc(-c2cccs2)n1)NCC1CCCO1 (stereo not given),i,i
CCOCC(=O)Nc1cccc(OC)c1,i,i
CC(C(=O)NC(C)(C)C)N1C(=O)c2cccc3cccc(c23)C1=O (stereo not given),i,i
O=C(NCCC1=CCCCC1)C1CCN(S(=O)(=O)c2ccccc2C(F)(F)F)CC1,i,i
O=C(Cc1ccccc1)N1CCCC1c1ccccc1 (stereo not given),i,i

# Full records, quoted from the list. Screens in order: CHT PAM	CHT inh
# Entry for `O=C(NCCC1=CCCCC1)C1CCN(S(=O)(=O)c2ccccc2C(F)(F)F)CC1` = i	i
# Entry for `COc1ccc(C(C)(C)C)cc1NC(=O)c1[nH]c(C)c(C(C)=O)c1C` = i	i
# Entry for `O=C(CN(Cc1ccco1)C(=O)Cn1nnc(-c2cccs2)n1)NCC1CCCO1` (stereo not given) = i	i

# Next structures follow.
SMILES,CHT PAM,CHT inh
Cn1ccnc1CC(O)(c1ccccc1)c1ccccc1,i,i
O=C(NCc1ccccc1)c1ccccc1C(=O)c1ncc[nH]1,i,i
O=C(NCN1C(=O)C2C3C=CC(C3)C2C1=O)Nc1nncs1 (stereo not given),i,i
CC(=O)N1CCN=C1SCc1cccc(C)c1,i,i
CN(C)c1cc(=O)n2c(n1)SCCC2,i,i
Cc1ccc(SCC(=O)N2CCOCC2)cc1,i,i
O=C(CCl)NN1C(=O)NC2(CCCCC2)C1=O,i,i
CCOc1ccccc1NC(=O)COn1nnc2ccccc21,i,i
COc1ccc(-c2oc(NC(=O)c3ccc(C)cc3)c(C#N)c2-c2ccc(OC)cc2)cc1,i,i
COc1cc2c(cc1OC)C(c1cc(OC)c(OC)c(OC)c1)NCC2 (stereo not given),i,i
O=C(Cn1nnnc1CN1CCOCC1)N1CCC(c2cccc(Cl)c2)C1 (stereo not given),i,i
CCCCn1c(SCC(=O)Nc2nnc(CC)s2)nc2ccccc2c1=O,i,i
COC(=O)C1=C(C)Nc2c(c(=O)n(C)c(=O)n2C)C1c1cccs1 (stereo not given),i,i
C=CCn1c(SCC(=O)Nc2ccc(OC)cc2)nnc1-c1cnccn1,i,i
O=C(CSc1nc2ccccc2s1)NCC1CCCO1 (stereo not given),i,i
COc1cc(Cl)c(CN2CCC(CCC(=O)NC3CC3)CC2)cc1OC,i,i
CC1Cc2ccccc2N1C(=O)CN1CCC(n2nnc3cc(C(F)(F)F)ccc32)CC1 (stereo not given),i,i
O=C1C2CC=CCC2C(=O)N1c1n[nH]c(Cc2ccccc2)n1 (stereo not given),i,i
NCC(=O)N1CCC(C(=O)N[C@@H](Cc2c[nH]c3ccccc23)C(=O)O)CC1,i,i
Cc1occc1C(=O)N/N=C/c1cccc2ccccc12,i,i
CC(C)Sc1nc(SCC(=O)NCc2ccco2)c2c3c(sc2n1)COC(C)(C)C3,i,i
CC1CCCCC1NC(=O)COC(=O)/C=C/c1ccc2c(c1)OCO2 (stereo not given),i,i
COc1cccc2sc(=NC(=O)CS(=O)(=O)c3ccc(F)cc3)n(C)c12,i,i
CC(Oc1ccc(Cl)cc1Cl)C(=O)N(C)c1ccccc1 (stereo not given),i,i
O=C(OCC(=O)N1CCOCC1)c1ccc(F)cc1Cl,i,i
COc1ccc(CC2(CO)CCN(Cc3cc4ccccc4o3)CC2)cc1,i,i
O=C(COc1ccc(Cl)cc1)Nc1ccccc1CO,i,i
CC(/C=C1\SC(=S)N(c2ccc(C(=O)O)cc2)C1=O)=C\c1ccccc1,i,i
CCC(C)[C@H](NC(=O)NC1CCCc2ccccc21)C(=O)O (stereo not given in full),i,i
O=S1(=O)CCN2N=C(C34CC5CC(CC(C5)C3)C4)SC2=N1,i,i
CC(C)Cn1c(N)c(C(=O)CSc2nccn2C)c(=O)n(C)c1=O,i,i
CCC(CC)C(=O)c1c[nH]c(C(=O)NCCc2ccccn2)c1,i,i
COc1ccc(-n2ccc(=O)c3c2CCCC3=O)cc1,i,i
O=C(Cn1c(=O)cnc2ccccc21)N1CCCc2ccccc21,i,i
Cc1cc(C)cc(NC(=O)CCNC(=O)c2ccc([N+](=O)[O-])cc2)c1,i,i
COc1ccc(C(=O)N/C(=C\c2ccccc2)C(=O)Nc2ccc(C(=O)O)cc2)cc1,i,i
O=[N+]([O-])c1cccnc1N1CCC(c2cc(-c3ccc(Cl)cc3)n[nH]2)CC1,i,i
Cc1sc2nc(CSc3nnnn3-c3ccc(Cl)cc3)[nH]c(=O)c2c1C,i,i
CC(C(=O)NC1CCCc2ccccc21)N1CCN(Cc2ccc3c(c2)OCO3)CC1 (stereo not given),i,i
CCOC(=O)C1CCN(C(=O)c2cc3cc(Br)ccc3oc2=O)CC1,i,i
C#CC[N+](C)(C)CCCCCCCCC,i,i

# Source: PubChem
